# Bioassay records as filed in PubChem BioAssay.
# HepG2 viability = kills HepG2 cells in TGF-b inhibitor counter-screen. HepG2 CAGA-GFP viability, ATP luminescence, 18 h. Potency, µM (series often up to 46.1 µM), for the others: at the highest dose activity change, negative = cytotoxicity, usual class: cytotoxic. hit rate 0.76% among 410,000; further: some results filed as inactive show a strong effect at the top dose
#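 CellTiter-Glo luminescence gave cytotoxicity after 18 hours at 37 degrees C. The cells were HepG2 CAGA-GFP in 1% FBS DMEM, stimulated with 500 pg/mL TGF-beta after compound addition. %Activity was normalised to no-cell wells (complete cell-killing) and DMSO (no toxicity), and curves were fitted and classified.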
# ATXN viability = viability counter-screen for ATXN expression inhibitors. S2 cells (HEK-293 line with an ATXN2-luciferase reporter) viability, CellTiter-Fluor protease fluorescence, 24 h. Potency, µM (top dose mostly 56.7 µM), usual class: cytotoxic. hit rate 0.49% among 400,000. AID 651635; further: nearly all actives have a fitted effect of over 40% in size
# EPAC2 antag = blocks human EPAC2 exchange factor; AID 720708; hit rate 0.18% among 360,000; Potency, µM (doses to about 114 µM), inactives show top-dose activity, negative = inhibition, hits mostly inhibitors; EPAC2 GEF exchange of Rap1B-BODIPY-GDP, fluorescence; Q8WZA2; further: on the % scale 0 is the no-effect control and ±100 the full control effect; nearly all actives have a fitted effect of over 45% in size; many of its hits are not listed in these tables
# Target sequence (Q8WZA2 whole entry, looked up): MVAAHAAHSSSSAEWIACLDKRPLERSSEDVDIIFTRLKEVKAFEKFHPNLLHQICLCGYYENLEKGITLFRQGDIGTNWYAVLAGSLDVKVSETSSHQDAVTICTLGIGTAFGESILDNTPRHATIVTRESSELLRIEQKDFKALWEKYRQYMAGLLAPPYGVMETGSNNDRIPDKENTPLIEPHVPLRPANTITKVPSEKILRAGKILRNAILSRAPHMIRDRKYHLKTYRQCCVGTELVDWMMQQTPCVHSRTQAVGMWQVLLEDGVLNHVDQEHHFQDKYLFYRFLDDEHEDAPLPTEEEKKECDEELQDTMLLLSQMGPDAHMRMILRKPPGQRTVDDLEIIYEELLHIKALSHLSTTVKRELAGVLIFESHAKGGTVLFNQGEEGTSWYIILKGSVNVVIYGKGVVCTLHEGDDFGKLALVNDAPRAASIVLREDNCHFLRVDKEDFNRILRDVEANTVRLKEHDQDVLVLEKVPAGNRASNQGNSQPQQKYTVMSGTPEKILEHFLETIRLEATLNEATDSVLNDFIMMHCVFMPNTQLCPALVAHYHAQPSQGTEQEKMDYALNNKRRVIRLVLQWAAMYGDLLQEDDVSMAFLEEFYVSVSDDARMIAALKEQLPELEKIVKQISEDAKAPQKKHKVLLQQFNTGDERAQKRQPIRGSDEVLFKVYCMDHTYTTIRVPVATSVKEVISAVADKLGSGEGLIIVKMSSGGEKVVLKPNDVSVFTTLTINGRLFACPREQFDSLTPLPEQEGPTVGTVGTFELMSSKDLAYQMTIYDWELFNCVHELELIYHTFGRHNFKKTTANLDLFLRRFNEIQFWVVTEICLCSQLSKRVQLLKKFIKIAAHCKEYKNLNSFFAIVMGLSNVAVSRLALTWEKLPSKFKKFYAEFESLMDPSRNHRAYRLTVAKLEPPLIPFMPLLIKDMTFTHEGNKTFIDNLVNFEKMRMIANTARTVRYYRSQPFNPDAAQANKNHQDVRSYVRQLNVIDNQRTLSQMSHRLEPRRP
# Nrf2 ARE act = activators of Nrf2 (ARE) signaling. Potency, µM (series often up to 46.1 µM), inactives show at the highest dose activation, most hits filed as activators. AID 624171. hit rate 0.31% among 410,000. AREc32 ARE-luciferase reporter (MCF7-derived line), luminescence, 24 h; further: % of control where 0% means no effect; nearly all actives have a fitted effect of over 65% in size
#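 For detection, Steady-Glo was added and plates sat 30 min at RT; before that, AREc32_Fluc cells grown overnight in OPTI-MEM/5% FBS had been treated with 23 nL compound for 24 hr at 37 deg C.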
# A549 tox = A549 cytotoxicity, counter-screen for Nrf2 inhibitors; A549 ARE-Fluc cells, CellTiter-Fluor viability, 18-24 h; Potency, µM (top dose mostly 46 µM), inactives show at the highest dose activity change, negative = cytotoxicity, hits mostly inhibitors; hit rate 0.16% among 390,000; AID 504648; further: on the % scale 0 is the no-effect control and ±100 the full control effect
#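 Cytotoxicity counterscreen: CellTiter-Fluor fluorescence was measured in A549 ARE_Fluc cells after 18-24 h of compound exposure in a concentration series. The subsequent BugLite luminescent read reports ARE-luciferase activity.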
# TGFb inhibitor = TGF-b pathway inhibition; Potency, µM (series often up to 46.1 µM), inactives show at the top dose activity, negative = inhibition, usual class: inhibitors; hit rate 1.2% among 410,000; HepG2 CAGA-GFP TGF-b/SMAD3 reporter, GFP fluorescence, 18 h; TGF-beta stimulated, 500 pg/mL final; AID 588855; further: on the % scale 0 is the no-effect control and ±100 the full control effect; nearly all actives have a fitted effect of over 65% in size
#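 Inhibition was scored as loss of TGF-beta-induced (500 pg/mL final, 18 hours, 37 degrees C) GFP in HEPG2 cells carrying a CAGA-GFP reporter, in DMEM with 1% FBS. Well GFP was summed per cell; Activity was normalised to unstimulated and stimulated DMSO wells, then concentration-response fitting.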
# ATXN2 expr inh = ATXN2 expression inhibition; Potency, µM (highest dose often 57 µM), for the others: at the top dose activity change, negative = inhibition, hits mostly inhibitors; hit rate 0.72% among 360,000; HEK-293 ATXN2-luciferase reporter, luminescence, 24 h; AID 1745845; further: on the % scale 0 is the no-effect control and ±100 the full control effect; nearly all actives have a fitted effect of over 55% in size
#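 ATXN2-luciferase reporter cells (luciferase flanked by upstream and downstream ATXN2 gene portions) were treated 24 h at 37 °C with compounds at up to 57 uM. SteadyGlo luminescence gave expression; GF-AFC fluorescence gave viability.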
# Nrf2 inh = blocks Nrf2 signaling. hit rate 2.1% among 360,000. Potency, µM (doses to about 46 µM), for inactives: top-dose activity change, negative = inhibition, hits mostly inhibitors. A549 ARE-Fluc reporter, luciferase luminescence, 18-24 h; further: on the % scale 0 is the no-effect control and ±100 the full control effect; nearly all actives have a fitted effect of over 60% in size
#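 Two sequential reads on A549 ARE_Fluc cells exposed to compound for 18-24 h: a CellTiter-Fluor fluorescence read for viability, then a luciferase luminescence read for Nrf2/ARE activity.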
# MCF10A rereplic = inducers of DNA re-replication in MCF 10A breast cells. MCF 10A DNA re-replication, Hoechst nuclear intensity, 48 h. Potency, µM (titrated, usually from 46.1 µM), for inactives: top-dose activity, positive = re-replication, usual class: activators. hit rate 2.9% among 350,000; further: % of control where 0% means no effect; nearly all actives have a fitted effect of over 50% in size
# The depositor's hits bear a star; i = inactive; ? = inconclusive; . = not tested or not shown; [ ] = remark or other dose. The call rests on the fitted dose curve; in most records, active means well fitted curve in the direction sought with a large enough effect; inconclusive means small, poorly fitted or top-dose-only effect, or another doubt; inactive means no such curve, though single readings can be large; an effect the other way counts as inactive or inconclusive. Potency means the concentration at half of the fitted maximal effect. An excerpt, so the mix of outcomes need not match the whole.
1) COc1ccccc1N1CCN(C(=O)c2sc3ncn(CC(=O)N4CCC(C)CC4)c(=O)c3c2C)CC1
2) COc1ccccc1C(=O)N/N=C/c1ccc2c(c1)OCO2
3) COC(=O)c1c(NC(=O)CN2CCC(C(N)=O)CC2)c2c(C)cccc2n1C
4) CC(C(=O)OCC(=O)Nc1cccc(S(=O)(=O)N(C)C)c1)N1C(=O)c2ccccc2C1=O (configuration not stated)
5) O=C(CC1Nc2ccccc2NC1=O)NCC1COc2ccccc2O1 (configuration not stated)
6) COc1ccc(NC(=O)OCCN2CCN(Cc3ccccc3)CCC2=O)cc1
7) Cc1ccc(S(=O)(=O)NNC(=S)Nc2cccc(F)c2)cc1
8) CCOc1ccc(CNC(=O)C2CCN(c3nnc(C)c4c(C)n(-c5ccc(C)cc5)nc34)CC2)cc1

assay / entry,1,2,3,4,5,6,7,8
HepG2 viability,1%,-12%,-17%,-10%,-19%,-12%,-10%,-107%
ATXN viability,i,i,i,?,i,i,i,?
EPAC2 antag,0%,-2%,-7%,4%,0%,-10%,-5%,-15%
Nrf2 ARE act,0.0%,4.2%,-0.4%,-0.8%,0.9%,2.2%,5.7%,6.3%
A549 tox,-1%,1%,-1%,-2%,-2%,-1%,14%,10%
TGFb inhibitor,0%,-3%,-13%,1%,5%,1%,-6%,?
ATXN2 expr inh,-11%,39%[activator],-8%,0%,-12%,12%,.,.
Nrf2 inh,2%,?,10%,-1%,-30%,6%,15%,?
MCF10A rereplic,-5%,-4%,0%,-21%,2%,-2%,1%,?

# Compound profiles, from the list above. Order of screens: HepG2 viability, ATXN viability, EPAC2 antag, Nrf2 ARE act, A549 tox, TGFb inhibitor, ATXN2 expr inh, Nrf2 inh, MCF10A rereplic
# COC(=O)c1c(NC(=O)CN2CCC(C(N)=O)CC2)c2c(C)cccc2n1C as listed: -17%, i, -7%, -0.4%, -1%, -13%, -8%, 10%, 0%
# COc1ccccc1N1CCN(C(=O)c2sc3ncn(CC(=O)N4CCC(C)CC4)c(=O)c3c2C)CC1 as listed: 1%, i, 0%, 0.0%, -1%, 0%, -11%, 2%, -5%
# O=C(CC1Nc2ccccc2NC1=O)NCC1COc2ccccc2O1 (configuration not stated) as listed: -19%, i, 0%, 0.9%, -2%, 5%, -12%, -30%, 2%
# COc1ccc(NC(=O)OCCN2CCN(Cc3ccccc3)CCC2=O)cc1 as listed: -12%, i, -10%, 2.2%, -1%, 1%, 12%, 6%, -2%
# Cc1ccc(S(=O)(=O)NNC(=S)Nc2cccc(F)c2)cc1 as listed: -10%, i, -5%, 5.7%, 14%, -6%, ., 15%, 1%

# (next part)
9) Clc1ccc(OCCSc2ncccn2)cc1
10) CN(CC(=O)NCc1ccncc1)S(=O)(=O)c1ccc(Cl)cc1
11) CCOc1ccc(N2C(=O)CC(N(C)Cc3ccccc3)C2=O)cc1 (configuration not stated)
12) Cc1ccccc1N1CC(C(=O)Nc2nnc(SCCN3CCOCC3)s2)CC1=O (configuration not stated)
13) OC(CN1CC=C(/C=C/c2ccc(Br)cc2)CC1)c1ccccc1 (configuration not stated)
14) O=S(=O)(c1ccccc1)N1CCc2ccccc2C1
15) OCC(O)CNC(=S)NC1CCCCC1 (configuration not stated)
16) N/C(=N\N=C\c1ccc(Br)o1)c1nonc1N

assay / entry,9,10,11,12,13,14,15,16
HepG2 viability,8%,-18%,0%,0%,-40%,-12%,20%,23%
ATXN viability,i,i,i,i,i,i,i,i
EPAC2 antag,5%,5%,9%,3%,4%,0%,10%,4%
Nrf2 ARE act,-0.3%,-0.8%,-0.3%,0.2%,-0.2%,-1.1%,-0.6%,?
A549 tox,-9%,-1%,0%,2%,-3%,14%,-13%,-1%
TGFb inhibitor,-2%,-5%,0%,-3%,-28%,-12%,0%,0%
ATXN2 expr inh,7%,-12%,-8%,4%,-19%,.,-21%,.
Nrf2 inh,?,-10%,-9%,0%,6%,2%,5%,?
MCF10A rereplic,1%,-10%,-6%,4%,29%,5%,-1%,2%

17) Cc1noc(C)c1S(=O)(=O)N(C)C[C@H]1Oc2ccc(NC(=O)NC3CCCCC3)cc2C(=O)N([C@H](C)CO)C[C@@H]1C
18) CS(=O)(=O)N(CC(=O)NC1CCCCC1)c1cccc(F)c1
19) C/C(=N/NC(=O)CSc1nc2ccccc2n1C)c1ccco1
20) O=C(CN1/C(=C(/O)c2ccccc2)C(=O)c2ccccc2S1(=O)=O)c1ccccc1
21) COc1ccc(C(=O)N2CCCC(C)(C(=O)NS(=O)(=O)C3CC3)C2)cc1 (configuration not stated)
22) COC(=O)C1CSc2[nH]c(=O)sc2C1c1ccc(O)c(OC)c1 (configuration not stated)
23) COc1ccccc1-n1cc(C(=O)N2CCCC(CO)(Cc3ccccc3C)C2)cn1 (configuration not stated)
24) CCCNC(=S)N1CCC(NC(=O)c2ccc(OC)cc2)CC1

assay / entry,17,18,19,20,21,22,23,24
HepG2 viability,-2%,-4%,-2%,-26%,3%,7%,5%,-6%
ATXN viability,i,i,i,i,i,i,i,?
EPAC2 antag,26%,3%,5%,-6%,-14%,8%,1%,1%
Nrf2 ARE act,-0.7%,-0.7%,5.5%,0.2%,-0.6%[9.22 µM],-0.7%,0.5%,-0.4%
A549 tox,4%,0%,4%,?,.,-5%,14%,0%
TGFb inhibitor,1%,-12%,-5%,-7%,2%,-15%,?,-8%
ATXN2 expr inh,1%,.,8%,146%[activator],0%,8%,15%,.
Nrf2 inh,2%,-5%,-8%,?,.,-2%,-19%,-26%
MCF10A rereplic,?,-2%,-39%[inhibitor],6%,.,-10%,?,-2%

25) Cc1ccccc1-n1c(SCC(=O)Nc2ccc(Cl)cc2F)nnc1-c1cc2occc2n1C
26) CCCc1cc(=O)[nH]c(Nc2cc(Cl)ccc2OC)n1
27) O=C(Nc1ccc(S(=O)(=O)NCC2CCCO2)cc1)C1CC(=O)N(c2ccccc2)C1 (configuration not stated)
28) COc1ccc(C2CC(=O)c3cc(-c4nc(-c5cccc([N+](=O)[O-])c5)cs4)c(=O)n(-c4ccc(C)c(C)c4)c3C2)cc1 (configuration not stated)
29) CC(=O)Nc1ccc(S(=O)(=O)NCc2csc(-c3cccnc3)n2)cc1
30) Cc1cccn2c(NC(=O)c3ccccc3F)c(-c3ccccc3)nc12
31) COc1cc(C(=O)NCC(=O)OCc2cc(=O)oc3c(C)c(C)ccc23)cc(OC)c1OC
32) COc1ccc(OC)c(NC(=O)C2(C)CCN2CCc2ccccc2)c1 (configuration not stated)

assay / entry,25,26,27,28,29,30,31,32
HepG2 viability,-17%,-3%,-3%,0%,-1%,-2%,8%,-22%
ATXN viability,.,i,i,i,i,?,i,i
EPAC2 antag,.,.,13%,.,-17%,-16%,-5%,?
Nrf2 ARE act,-0.2%,14%,0.3%,0.2%,0.0%,0.0%,-0.4%,5.4%
A549 tox,-29%,0%,2%,-4%,3%,-24%,-2%,.
TGFb inhibitor,2%,-6%,6%,?,-1%,-17%,-1%,-20%
ATXN2 expr inh,.,8%,-4%,8%,9%,6%,-9%,-9%
Nrf2 inh,-4%,23%,-4%,1%,4%,1%,-2%,.
MCF10A rereplic,.,.,?,.,2%,1%,-1%,.

33) O=C(COC(=O)C12CC3CC(CC(C3)C1)C2)NCc1ccccc1
34) CC(C)(C)c1cc(-c2csc(Nc3ccccc3)[n+]2Cc2ccc(C(=O)O)cc2)cc(C(C)(C)C)c1O
35) C=CCNC(=S)N/N=C/c1ccc(C)cc1C
36) O=C(CN1C(=O)NC2(CCCCC2)C1=O)Nc1ccc(Cl)cc1
37) C[n+]1ccc(CC2C(=[N+]([O-])[O-])C=Nc3ncnn32)cc1 (configuration not stated)
38) Cn1c(=O)n(C)c2cc([N+](=O)[O-])c(N3CCN(S(C)(=O)=O)CC3)cc21
39) CCOc1ccc2c(c1)C(c1ccccc1)=NNC(c1ccccc1)=N2
40) CCn1cc(C(=O)O)c(=O)c2cc(F)c(N3CCN(C(=S)NC(=O)c4cccc(F)c4)CC3)cc21

assay / entry,33,34,35,36,37,38,39,40
HepG2 viability,-2%,.,29%,-33%,-5%,-4%,-1%,15%
ATXN viability,i,?,i,i,?,i,i,i
EPAC2 antag,-6%,-23%,-9%,9%,0%,?,4%,-5%
Nrf2 ARE act,-0.8%,0.9%,14%,-0.9%,-0.1%,-0.2%,0.3%,0.0%
A549 tox,-16%,-20%,-3%,-9%,-12%,-3%,-6%,-12%
TGFb inhibitor,1%,?,?,17%,-22%,-7%,6%,6%
ATXN2 expr inh,.,-28%,-18%,.,.,13%,8%,3%
Nrf2 inh,12%,?,18µM*,-1%,0%,?,12%,?
MCF10A rereplic,0%,?,?,-8%,2%,3%,?,25%

41) CCOc1ccc(/C=N/NC(=O)Cc2csc(Nc3cccc(C(F)(F)F)c3)n2)cc1
42) COc1ccc(CCCC(=O)NCCc2ccccc2)c(C)c1
43) CN(C)C(=O)c1cc(C(=O)c2ccc(C(F)(F)F)cc2)c[nH]1
44) Cc1ccc(S(=O)(=O)N2CCN(CC(=O)N(CC(C)C)c3c(N)n(CC(C)C)c(=O)[nH]c3=O)CC2)c(C)c1
45) O=C1CSC(c2ccccc2)N1CCc1ccccc1 (configuration not stated)
46) C=CC[n+]1c(-c2ccc(OC)c(OC)c2)csc1NNC(=O)Nc1ccccc1
47) Cc1cccc(Nc2nnc(SCC(=O)Nc3ccccc3[N+](=O)[O-])s2)c1
48) NS(=O)(=O)c1ccc(NC(=S)Nc2nn(Cc3ccc(Cl)cc3Cl)cc2Cl)cc1

assay / entry,41,42,43,44,45,46,47,48
HepG2 viability,-112%,-14%,-11%,-5%,2%,-38%,-51%,-42%
ATXN viability,?,i,i,i,i,?,i,i
EPAC2 antag,-10%,-12%,3%,4%,-9%,-2%,-7%,-1%
Nrf2 ARE act,7.3%,-0.7%,2.8%,1.8%,-0.6%,17%,4.9%,-0.6%
A549 tox,-5%,-2%,1%,0%,0%,?,-9%,0%
TGFb inhibitor,?,-13%,-11%,-2%,1%,?,?,?
ATXN2 expr inh,-16%,6%,.,-8%,.,?,-5%,1%
Nrf2 inh,?,-6%,4%,1%,3%,13µM*,13%,?
MCF10A rereplic,?,3%,-1%,-3%,2%,16%,7%,6%
